KDM5B inh: Primary screen for KDM5B Histone Demethylases FDH-coupled qHTS | Potency, µM (titrated, usually from 57.7 µM), inactives show at the top dose activity change, negative = inhibition, actives largely listed as inhibitors | 2.6% of 220,000 active | Lysine-specific demethylase 5B (Homo sapiens), Q9UGL1 | KDM5B demethylase, FDH-coupled NADH fluorescence (FDH is formaldehyde dehydrogenase) | AID 1347165, 2019; active = well fitted inhibition curve with a large enough effect; inconclusive = small, poorly fitted or top-dose-only effect; inactive = no such curve, though single readings can be large or run the other way; also: 0% is about no effect; nearly all actives have a fitted effect of over 70% in size
Target sequence (Q9UGL1 whole entry, looked up): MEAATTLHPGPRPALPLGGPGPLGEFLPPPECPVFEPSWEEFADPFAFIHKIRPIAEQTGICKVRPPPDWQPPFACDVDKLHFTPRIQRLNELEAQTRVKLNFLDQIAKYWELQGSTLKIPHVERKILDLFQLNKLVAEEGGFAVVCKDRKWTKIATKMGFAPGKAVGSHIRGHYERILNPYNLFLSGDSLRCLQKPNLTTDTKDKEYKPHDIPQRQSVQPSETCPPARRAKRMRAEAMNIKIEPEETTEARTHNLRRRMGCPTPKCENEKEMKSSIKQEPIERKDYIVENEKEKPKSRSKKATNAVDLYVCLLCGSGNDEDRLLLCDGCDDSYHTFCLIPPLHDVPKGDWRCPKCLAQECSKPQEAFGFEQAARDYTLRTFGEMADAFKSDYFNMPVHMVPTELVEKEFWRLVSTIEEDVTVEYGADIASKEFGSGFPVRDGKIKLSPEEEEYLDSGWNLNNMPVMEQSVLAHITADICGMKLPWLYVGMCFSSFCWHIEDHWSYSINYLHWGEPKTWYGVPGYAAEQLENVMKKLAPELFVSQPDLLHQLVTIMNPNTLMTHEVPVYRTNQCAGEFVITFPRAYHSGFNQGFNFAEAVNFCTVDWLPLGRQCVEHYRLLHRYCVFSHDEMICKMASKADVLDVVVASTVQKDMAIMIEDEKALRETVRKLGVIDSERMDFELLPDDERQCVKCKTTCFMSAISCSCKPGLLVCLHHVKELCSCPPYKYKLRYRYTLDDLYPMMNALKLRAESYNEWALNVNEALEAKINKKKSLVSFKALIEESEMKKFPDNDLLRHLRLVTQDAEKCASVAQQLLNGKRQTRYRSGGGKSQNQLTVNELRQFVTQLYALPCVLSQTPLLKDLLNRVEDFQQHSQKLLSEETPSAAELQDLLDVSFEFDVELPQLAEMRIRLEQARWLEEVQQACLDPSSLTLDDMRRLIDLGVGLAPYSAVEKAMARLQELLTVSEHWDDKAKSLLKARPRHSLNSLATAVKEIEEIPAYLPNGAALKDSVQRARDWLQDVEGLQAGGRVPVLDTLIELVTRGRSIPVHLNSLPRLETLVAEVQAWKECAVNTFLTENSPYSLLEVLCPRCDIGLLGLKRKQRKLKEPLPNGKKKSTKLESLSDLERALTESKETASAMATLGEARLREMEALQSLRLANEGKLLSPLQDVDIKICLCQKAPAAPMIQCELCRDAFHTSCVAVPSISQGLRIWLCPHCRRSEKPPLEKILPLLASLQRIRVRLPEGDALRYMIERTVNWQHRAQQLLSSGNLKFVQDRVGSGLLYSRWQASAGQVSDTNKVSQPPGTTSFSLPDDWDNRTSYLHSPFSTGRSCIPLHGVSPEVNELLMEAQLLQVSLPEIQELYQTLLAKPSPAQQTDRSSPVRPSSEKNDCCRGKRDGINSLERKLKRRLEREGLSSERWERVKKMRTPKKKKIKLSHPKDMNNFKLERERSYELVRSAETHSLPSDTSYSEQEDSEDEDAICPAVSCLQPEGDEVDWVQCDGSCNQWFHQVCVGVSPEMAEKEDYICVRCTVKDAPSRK
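Inhibition is measured as reduced NADH fluorescence generation from FDH coupling to formaldehyde release. Truncated KDM5BΔAP at 200 nM final acts on H3K4me3 peptide (12.5 µM in substrate mix) in pH 7.5 HEPES buffer with Tween-20, 30 min, room temperature.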
* hit, by the source's call; u = inconclusive; [ ] = dose if it differs, or a comment. Potency is read from the fitted curve at half-maximal effect.

SMILES	KDM5B inh
C=CCNC(=O)C1CCN(Cc2ccc(F)cc2)CC1	7%
COCCN1CCCC2(CCN(C(=O)c3ccc(Cl)s3)C2)C1=O (stereo unspecified)	15%
COc1cccc(-c2ccnc3c(-c4ccccc4)c(C)nn23)c1	-29%
C/C(=N\Nc1ccc(C(=O)O)cc1)c1ccc(S(=O)(=O)NCc2ccco2)cc1	-2%
CC(Cn1cccn1)NC(=O)N1CCCN(Cc2cccs2)CC1 (stereo unspecified)	18%
O=C(CSc1nnc(COc2ccccc2)o1)N1CCCC1	27%
CC(C)c1ccc(C(=O)Nc2cccc3cccnc23)cc1	-20%
O=C1COc2ccc(Nc3ccccc3F)nc2CN1Cc1ccccc1F	35µM*
C/C(Cc1ccccc1)=N\NC(=O)CNC(=O)/C=C\c1ccccc1	5%
Cc1ccc(-n2c(=O)c3ccc(C(=O)NCc4ccco4)cc3n(Cc3cccc(Cl)c3)c2=O)cc1	3%

In a second layout: results already given
KDM5B inh	SMILES
-2%	C/C(=N\Nc1ccc(C(=O)O)cc1)c1ccc(S(=O)(=O)NCc2ccco2)cc1
18%	CC(Cn1cccn1)NC(=O)N1CCCN(Cc2cccs2)CC1 (stereo unspecified)
27%	O=C(CSc1nnc(COc2ccccc2)o1)N1CCCC1
-20%	CC(C)c1ccc(C(=O)Nc2cccc3cccnc23)cc1
35µM*	O=C1COc2ccc(Nc3ccccc3F)nc2CN1Cc1ccccc1F
5%	C/C(Cc1ccccc1)=N\NC(=O)CNC(=O)/C=C\c1ccccc1

(next part)
SMILES	KDM5B inh
Cc1cc(=O)n(CC(=O)Nc2ccccc2C)c(N2CCc3ccccc3C2)n1	-26%
Cc1[nH]nc(C(=O)N[C@@H]2COCC[C@@H]2OCc2ccccc2)c1Cl	20%
COc1cccc(CNC(=O)Cn2ccn3nc(-c4ccc(F)cc4)c(CO)c3c2=O)c1	u
CC(C)N1CCC(N2CCCC2C(=O)Nc2cccc(-n3cccn3)c2)CC1 (stereo unspecified)	14%
CCOC(=O)CCNC(=O)N1CCCC(c2nc(-c3cnccn3)no2)CCNC(=O)CC1 (stereo unspecified)	-2%
O=[N+]([O-])c1ccccc1NC1CCN(Cc2ccccc2)CC1	-24%
O=C(NCC1CC1)C1Cn2cccc2C(=O)N1Cc1ccccc1 (stereo unspecified)	7%
CC(C)(C)c1oc(C(N)=O)cc1CN1CCCC(CO)(CC2CC2)C1 (stereo unspecified)	-9%
Cc1ccccc1N1Cc2c(NC3CCCC3)ncnc2N(C)CC1=O	u
CCCCCOC(=O)COc1ccc2c(=O)c(Oc3cccc(C)c3)c(C(F)(F)F)oc2c1	-13%
O=C(c1ccc2c(c1)N(C(=O)C1CC1)CC2)N1CCCC1	-35%
COCCNC(=O)CSc1nc(-c2ccccc2C)nc2c1c(=O)n(C)c(=O)n2C	15%
Cc1noc(C)c1[S+](=O)([O-])N1CCCC2(CC(c3ccccn3)=NO2)C1 (stereo unspecified)	32%[activator][115 µM]
CCNC(=O)CCc1cc2ccc(C)cc2[nH]c1=O	u
Cc1ccccc1S(=O)(=O)N1CCCCCCNC(=O)[C@@H]2CCC[C@@H]21	-14%
O=C(NC1CCCCC1)c1ccc2c(c1)N(Cc1cccc(Cl)c1)C(=O)c1ccccc1S2(=O)=O	-10%
Cc1nnc([C@@H]2CC(F)(F)CN2C(=O)c2n[nH]c3ccccc23)o1	-6%
CCc1oc2cc(O)ccc2c(=O)c1-c1ccccc1OC	u
COc1ccc(CCNC(=S)NCCc2ccc(OC)c(OC)c2)cc1OC	28%
COc1ccc(NC(=O)c2cc3c(s2)CN(C2CCCC2)C3)c(C)c1	u
Cc1cnc(C(=O)N2CCC3(CC2)CC(CO)N(C(=O)c2ccccc2)C3)cn1 (stereo unspecified)	20%
O=C(O)CCC(=O)C(=O)O	-29%
Brc1ccc(CNCc2cccnc2-n2cccn2)cc1	5%
CC(C)CNC(=O)Cc1ccc2c(c1)CCCC2	-7%
Cc1ccc(CSc2nc3cccnc3n2Cc2ccc(C(=O)NCc3ccco3)cc2)cc1	u
COCCCN1C(=O)c2oc3ccccc3c(=O)c2C12C(=O)N(C)c1ccccc12 (stereo unspecified)	-13%
CC1(c2ccccc2)N(Cc2ccc(O)cc2)C(=O)OC12CCN(CC1CC1)CC2 (stereo unspecified)	-32%[86.2 µM]
COc1ccc(-c2noc(CSc3nc(C4CC4)n(-c4ccccc4)n3)n2)cc1	-12%
Cc1c(C(=O)N(C)Cc2nc3ccsc3c(=O)[nH]2)cnn1-c1ccccc1F	-7%
NCc1c(O)ccc2ccccc12	u
COc1ccc(C(=O)N2CCn3c(nnc3-c3ccc(OC)cc3)C2)cc1	-16%
Cc1noc(C)c1S(=O)(=O)N1CC(N(Cc2cccnc2)CC(C)C)C1	-3%
Cc1ccc(C)c(NC(=O)c2nc3ccccc3nc2Cl)c1	22%
CNC(=O)COC(=O)c1cc(-c2ccco2)nc2ccccc12	u
O=C(CNC(=O)C1CCC(CNS(=O)(=O)c2ccc(Cl)cc2)CC1)NCCO (stereo unspecified)	17%
[O-][n+]1cn(O)cc1/C=N/O	-30%
COc1cc(CNCCCSc2nnnn2C)cc(Br)c1OC	-6%
Cc1ccc(Nc2c3c(nc4ccccc24)CCC3)cc1F	u
O=C(Nc1ccc(-c2cccc(F)c2)cc1)C1CCCN1Cc1ccc(CO)o1 (stereo unspecified)	-23%
O=C1CCCC2=C1C(c1cccc(F)c1)C1=C(CCCC1=O)O2	16%

Reprinted at random: 2 entries already listed, in no set order.
SMILES	KDM5B inh
O=C(CNC(=O)C1CCC(CNS(=O)(=O)c2ccc(Cl)cc2)CC1)NCCO (stereo unspecified)	17%
COc1cc(CNCCCSc2nnnn2C)cc(Br)c1OC	-6%

Continued.
SMILES	KDM5B inh
O=C(C[C@H]1NC(=O)c2ccccc2NC1=O)NCCc1ccccn1	23%
CCOCCOC1CCN(C(=O)CCc2c[nH]c3ccccc23)CC1	-26%
CCCn1cnc2cc(NCc3ccccc3OCC)ccc21	u
CONC(=O)c1ccc(SC(F)(F)F)cc1	-14%
COCC1CN(C2CCC2)CC12CCN(C(=O)c1cccc(C)c1)CC2 (stereo unspecified)	u
COc1ccc(S(=O)(=O)N2CCC(Cc3nncn3C)CC2)cc1	-17%
COCc1nncn1C1CCN(C(=O)Cc2ccccc2Cl)CC1	13%
CC(C)Oc1cccc(-c2nnc(CCC(=O)NC3CCCCC3)c(=O)[nH]2)c1	u
Cc1ccn2c(=O)cc(CSc3nnc(C)s3)nc2c1	-18%
CCCCCCNC(=O)CCNC(=O)c1ccccc1	17%
CCCCCC(=O)Nc1ccc2oc(-c3cccnc3)nc2c1	u
CC(=O)NCCCC(=O)N1CCC2(CC1)CN(C(=O)NC(C)C)Cc1ccccc1O2	27%[115 µM]
CCOC(=O)CCNC(=O)c1ccccc1Cl	19%
Cc1oc2ccn(C)c(=O)c2c1C(=O)NCc1cc(F)ccc1F	-4%
Cc1ccc(C(=O)N2C[C@@H](F)[C@@H](OCc3nc4ccccc4n3C)C2)cc1	-13%[86.2 µM]
Cc1[nH]c2ccccc2c1C(=O)C(C)Sc1nnnn1C1CCCCC1 (stereo unspecified)	4%
Fc1cccc(-n2cc(CN3CC[C@H]4CC[C@@H](C3)N4)cn2)c1	-3%
COc1ccc2c(c1)cc(C(=O)Nc1ccc(F)cc1F)n2C	-17%
Fc1ccccc1-c1noc(-c2nc(-c3ccc4c(c3)OCO4)no2)n1	25µM*
CCCCNC(=O)CSc1cc(C(=O)NC2CC2)c2ccccc2n1	18%
O=C(Nc1cc(F)cc(C(F)(F)F)c1)N1CCC(Cn2cccn2)CC1	-11%
CNC(=O)c1cc(Nc2nnc(-c3ccc(C)c(S(N)(=O)=O)c3)c3ccccc23)ccc1OC	u
CC(C)(C)C(=O)N1CCC2(CC1)OCC(C(=O)NC1CC1)N2C(=O)c1ccc(F)cc1 (stereo unspecified)	-3%
COc1ccc(-c2nnc3ccc(N4CCc5ccccc5C4)nn23)nc1	u
CN1CCC2(CCC1=O)CN(C(=O)CCc1ccc3c(c1)OCO3)CCN2C (stereo unspecified)	3%
CC1(C)C(=O)N(CCOc2ccccc2)[C@H]2CN(C3CCOCC3)C[C@H]2[S+]1(=O)[O-]	-19%[86.2 µM]
CC1=C(C(=O)OC(C)(C)C)C(c2ccccc2Cl)NC(=O)N1 (stereo unspecified)	9%
COCCOc1ccc(C(=O)/C=C/c2ccc(C#N)cc2)cc1OC	17%
Cc1nn(C)c2c1c(C(F)(F)F)cc(=O)n2C(C)C(=O)N1CCN(c2ccccc2)CC1 (stereo unspecified)	-30%
COc1ccc(NC(=O)CCSc2nc(-c3ccc(OC)cc3)cc(C(F)(F)F)n2)cc1	-15%
Cc1ccc2c(CN3C(=O)c4ccccc4S3(=O)=O)cc(=O)oc2c1	5%
CCc1ccc2n(-c3ccc(OC)cc3)c([S-])c(C(=O)Nc3cc(C)cc(C)c3)[n+]2c1	u
COc1ccc(OC)c(C(=O)CSc2ccc(Cl)cc2)c1	1%
Cc1ccc(Cn2c(SCc3ccc(C(=O)NC4CCCC4)cc3)nc3ccncc32)cc1	u
CS(=O)(=O)N1CCC(OC2CCN(C(=O)Nc3cccc(F)c3)CC2)CC1	24%
COC(=O)c1sc2cccc(F)c2c1S(=O)(=O)Nc1ccc(N(C)C)cc1	-13%
O=c1[nH]c(N2CCOCC2)nc2c1CCN(Cc1ccccc1Cl)CC2	8%
Cc1ccc(C(=O)C(C)OC(=O)C23CC4CC(CC(O)(C4)C2)C3)cc1C (stereo unspecified)	4%
CN(CC(=O)Nc1nc(-c2ccccc2)cs1)CC(=O)Nc1ccccc1C(F)(F)F	4%
Cc1cnc(CN2CC3(CCCN(C(=O)c4ccc(C)s4)C3)CCC2=O)cn1 (stereo unspecified)	-29%
CCOc1ccc(NC(=O)CSc2ncnc3c2sc2ccccc23)cc1	-10%
O=C(NCCc1ccncc1)C1CN(C(=O)c2ccccc2Cl)CC12CCOCC2 (stereo unspecified)	-12%
CCn1cnnc1-c1nn(C)c2c1CN(C(=O)CN1CCCCCC1)CC2	u
NC(=O)C1CCN(C(=O)c2cccc(NC(=O)c3nsc4ccccc34)c2)CC1	-3%
COCCOCc1nc(C2CCN(C(=O)NCc3ccc(F)cc3)CC2)no1	22%
COCC(=O)N[C@H]1C[C@@H](CO)N(Cc2c[nH]c3ccccc23)C1	-31%
Cc1oc2ccn(Cc3ccccc3F)c(=O)c2c1C(=O)NCC1CCCO1 (stereo unspecified)	19%
Cc1noc(C)c1S(=O)(=O)N(C)C1CCc2ccccc21 (stereo unspecified)	12%[86.2 µM]
Cc1ccc(Nc2c(-c3ccco3)nc3ccc(C)cn23)cc1	u
COCC(=O)N(C1CCOCC1)C1CCN(S(=O)(=O)c2cccc(C)c2)CC1	25%

Next part:
SMILES	KDM5B inh
Cc1nc2scc(CC(=O)NCc3ccco3)n2c(=O)c1-c1cc(C)n(-c2cc(F)ccc2F)n1	25µM*
O=C(COC(=O)CC1Sc2ccccc2NC1=O)Nc1cccc2ccccc12 (stereo unspecified)	-11%
O=C(Nc1ccc([C@@H](O)[C@H]2COCC(=O)N2Cc2ccc(F)cc2)cc1)c1ccc2c(c1)OCO2	15%
COCCc1ccc(-c2csc(NC(=O)c3cc4cnn(C(C)C)c4nc3C)n2)cc1	-29%
COc1cccc(C2C(=O)c3ccccc3C2=O)c1	21%
COCCn1cc(C(=O)NCc2ccco2)c2c3ccccc3n(C)c2c1=O	u
CCOc1ccc(NC(=O)Cn2c(=O)n(-c3ccccc3)c(=O)c3ccc(C(=O)NCc4ccc5c(c4)OCO5)cc32)cc1	u
O=C(NC(NC(=O)c1cccnc1)c1ccc(Cl)cc1)c1cccnc1	2%
O=C1NCc2ccccc2CC12CCN(Cc1ccc(Cl)o1)C2 (stereo unspecified)	5%[149 µM]
O=C1CN(CC(=O)N2CCc3ncnc(N4CC=CC4)c3CC2)C(=O)N1	-9%
Cc1c(C)n(Cc2cccnc2)c2ncnc(NCc3ccco3)c12	-24%
O=C(CCCc1ccccc1)N1CCC[C@H]1c1nc(-c2ccccc2)no1	6%
CN1CCN(Cc2nnc(C(=O)N3CCC[C@@H]3c3ccc(Br)cc3)n2Cc2ccccc2)CC1	27%
COc1cc(NC(=O)CSc2nc(-c3ccc(C)cc3)nc3c2Cc2ccccc2O3)cc(OC)c1	7%
O=C(NCCc1csc(-c2ccc(Cl)cc2)n1)c1ccco1	-23%
CC(NC(=O)C1CCCN(c2cnc3nccnc3c2)C1)c1cccnc1 (stereo unspecified)	-3%
CCOc1ccccc1CN1CCCCC12Cc1ccccc1CNC2=O (stereo unspecified)	3%[115 µM]
N#Cc1cccc(NC(=O)N[C@H]2CO[C@H]3[C@@H]2OC[C@@H]3Nc2nccc(-c3cccs3)n2)c1	-1%

Arranged by the number under KDM5B inh (highest first): some entries from above.
SMILES	KDM5B inh
COc1cc(NC(=O)CSc2nc(-c3ccc(C)cc3)nc3c2Cc2ccccc2O3)cc(OC)c1	7%
N#Cc1cccc(NC(=O)N[C@H]2CO[C@H]3[C@@H]2OC[C@@H]3Nc2nccc(-c3cccs3)n2)c1	-1%
CC(NC(=O)C1CCCN(c2cnc3nccnc3c2)C1)c1cccnc1 (stereo unspecified)	-3%
O=C(NCCc1csc(-c2ccc(Cl)cc2)n1)c1ccco1	-23%

The list is partial; the hit share may differ from the screen's.
